# Assay outcomes as filed in PubChem.
# DAGLB inh: blocks human DAGLB lipase activity; AID 504411; HEK293T DAGLB membrane lysate, EnzChek fluorogenic substrate; actives 0.059% (n = 340,000); Q8NCG7; inhibition, % at 5.17 µM; in the data active = inhibition above about 34%;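 also: 0% = enzyme with vehicle and 100% = wells lacking enzyme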
# Keap1-Nrf2 PPI: Keap1-Nrf2 (human) interaction inhibition. Q14145. Keap1 Kelch-Nrf2 peptide fluorescence polarization, 1536-well. actives 0.15% (n = 340,000). inhibition, % at 9.4 µM; in the data active = inhibition above about 12%;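 also: human Keap1 Kelch domain with fluorescein labeled Nrf2 9mer peptide probe; 0% = neutral control wells and 100% = peptide positive control; higher means more block of Keap1 binding to Nrf2 peptide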
# CAL PDZ FP-1: inhibitors of human CAL PDZ peptide binding. purified CAL PDZ, TMR-peptide fluorescence polarization, 1 h. Q9HD26. inhibition, % at 24.9 µM. AID 602252. actives 0.92% (n = 300,000);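 active = mean inhibition of at least 30% with at least half of replicates also reaching 30%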;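 also: 0% = DMSO neutral control and 100% = excess unlabeled competitor peptide PRC23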
# V-ATPase pH: alters yeast V-ATPase proton transport; AID 504577; actives 0.37% (n = 350,000); response, % at 10 µM; S. cerevisiae, pHLuorin cytosolic pH fluorescence; in the data active = response mostly above about 7.3%, no sharp cut-off; inactive = mostly below about 5.4%; also: actives read high; inactives centre near 0; some compounds called inactive have numbers as strong as hits
# Arrestin-AP2 inh: blocks beta-arrestin peptide binding to AP2 adaptin. actives 0.31% (n = 340,000). inhibition, % at 10 µM. FITC-arrestin peptide / GST-AP2 beads, flow cytometry; AP2 beta2 appendage carries R879A mutation;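 active = inhibition above a set limit, near 3 SD of compounds lacking own fluorescence, cut at about 54% in these data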;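 also: plate controls were DMSO wells for no effect and 5 µM unlabelled arrestin peptide for full effect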
#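 System: GST-tagged AP2 beta2-adaptin appendage (R879A) on 4 µm glutathione beads / Reagent: FITC-arrestin peptide, 50 nM / Detection: HyperCyt-sampled flow cytometry, FL1 channel, ex 488/em 535 nm / Timing: 12 min plus 1 h, RT / Buffer or medium: PBS plus Tween 20 (0.05%) and BSA (0.1%)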
# Cardiac RTF inh: cardiac RTF calcium desensitization; inhibition, % at 7.15 µM; IANBD-labeled cardiac RTF, Ca2+ fluorescence; actives 0.12% (n = 340,000); AID 493244;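 active = inhibition above the mean inhibition of all tested compounds plus 3 SD, cut at about 17% in these data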;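 also: assay run at fixed EC70 calcium of 1.6 mM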
# LANA DNA inh: KSHV C-LANA DNA binding inhibition; AID 504423; actives 0.078% (n = 340,000); MBP-C-LANA/FAM-LBS DNA binding, fluorescence polarization; inhibition, % at 9 µM;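 active = highest replicate inhibition at or above 60% at 9 µM, even if other replicates fall short; inactive = all replicates below 60% inhibition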;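 also: 0% = neutral control wells and 100% = 4 µM acridine orange control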
# Pemphigus Ab inh: blocks pemphigus antibody binding to human desmoglein-3. DSG3-coupled beads, scFv-anti-DSG3-GFP binding, flow cytometry; hits give low values. binding (percent of control), % at 10 µM. actives 0.48% (n = 310,000). AID 588358;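 active = binding more than 3 SD below its plate's average and above zero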;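 also: hits lower antibody fragment binding to DSG3; some compounds called inactive have numbers as strong as hits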
# Target sequence (P32926 whole entry, looked up, the tested form may be a part): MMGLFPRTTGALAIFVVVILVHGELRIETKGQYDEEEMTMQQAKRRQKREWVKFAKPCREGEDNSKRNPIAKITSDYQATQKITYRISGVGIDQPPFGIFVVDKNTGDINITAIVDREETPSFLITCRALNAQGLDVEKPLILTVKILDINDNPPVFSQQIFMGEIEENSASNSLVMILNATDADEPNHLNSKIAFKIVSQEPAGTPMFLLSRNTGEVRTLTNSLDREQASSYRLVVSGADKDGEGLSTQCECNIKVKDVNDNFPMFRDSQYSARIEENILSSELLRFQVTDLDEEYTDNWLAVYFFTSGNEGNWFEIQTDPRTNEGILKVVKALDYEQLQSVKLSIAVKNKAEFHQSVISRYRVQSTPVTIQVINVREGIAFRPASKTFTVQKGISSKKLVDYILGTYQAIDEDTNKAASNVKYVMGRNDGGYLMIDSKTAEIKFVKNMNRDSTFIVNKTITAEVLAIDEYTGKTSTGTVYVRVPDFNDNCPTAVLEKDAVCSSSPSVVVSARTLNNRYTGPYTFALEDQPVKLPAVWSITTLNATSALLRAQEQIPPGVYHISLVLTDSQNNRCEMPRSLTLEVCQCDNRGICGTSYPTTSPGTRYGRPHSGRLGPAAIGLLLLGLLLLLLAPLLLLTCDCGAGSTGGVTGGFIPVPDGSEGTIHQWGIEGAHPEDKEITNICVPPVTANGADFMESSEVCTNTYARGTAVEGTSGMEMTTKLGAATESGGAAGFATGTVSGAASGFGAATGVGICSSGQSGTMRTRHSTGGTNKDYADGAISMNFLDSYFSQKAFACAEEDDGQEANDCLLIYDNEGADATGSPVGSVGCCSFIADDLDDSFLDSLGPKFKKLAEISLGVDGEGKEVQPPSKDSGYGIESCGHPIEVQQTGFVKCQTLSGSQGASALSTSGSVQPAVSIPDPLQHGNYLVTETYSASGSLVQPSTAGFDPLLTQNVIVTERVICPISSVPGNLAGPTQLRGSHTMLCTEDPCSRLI
# CAL PDZ FP-2: blocks peptide binding to human CAL PDZ domain; Q9HD26; purified CAL PDZ, TMR-peptide fluorescence polarization, 1 h; inhibition, % at 20 µM; actives 0.02% (n = 330,000); AID 504414;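 active = highest replicate inhibition of at least 40%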;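 also: plate controls were DMSO neutral control wells for no effect and unlabeled competitor peptide control wells for full effect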
#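 Material: tagged CAL PDZ protein CerCALP, purified; buffer or medium: sodium phosphate/NaCl buffer pH 7.4 with TCEP, IgG, Thesit; also added: fluorescent TMR peptide probe; schedule: 1 h incubation at room temperature before polarization reading; technique: fluorescence polarization from S- and P-plane intensities, G-factor corrected; control set: unlabelled peptide and DMSO controls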
# NSD2 inh: blocks human histone methyltransferase NSD2; NSD2 peptide methylation, AlphaScreen, 120 min; inhibition, % at 12.5 µM; actives 0.54% (n = 310,000); AID 743445; in the data active = inhibition above about 50%
# The depositor's hits bear a star; . = not tested or not shown. An excerpt; the hit share may differ from the screen's.
SMILES,DAGLB inh,Keap1-Nrf2 PPI,CAL PDZ FP-1,V-ATPase pH,Arrestin-AP2 inh,Cardiac RTF inh,LANA DNA inh,Pemphigus Ab inh,CAL PDZ FP-2,NSD2 inh
COc1cc2c(cc1OC)CN(C(=O)C(C)(C)C)CC2,3,-4,-4,-3,1,5,-2.1,93,-0.1,-5
Cc1cc(OC(C)C(=O)NNC(=O)Nc2ccc(F)cc2F)cc(C)c1Cl (configuration not stated),3,1,1,3,16,-2,-0.1,106,-0.1,-2
Cc1cc(OCCCN2CCCC2)ccc1Cl,-1,-2,-4,7,14,-4,-0.9,106,0.9,1
CCN(CC)c1ccc(S(=O)(=O)N2CCOCC2)cc1NC(=O)CNCc1ccccc1,-3,-4,-2,2,17,-14,0.4,99,-1.1,2
O=C(OCC(=O)N1CCCc2ccccc21)c1ccccc1[N+](=O)[O-],-4,6,4,-1,10,9,-0.5,112,-0.6,-3
Cc1cc(C)nc(NCCO)n1,-3,-4,-2,0,21,2,0.1,106,-1.8,-3
CC1CCCN(C(=O)COC(=O)Cc2c[nH]c3ccccc23)C1 (configuration not stated),-2,-1,0,-5,3,2,-1.3,98,-0.2,38
CSc1nc(C)c(C(=O)C[n+]2ccc(C)cc2)cc1C#N,1,-7,-8,-3,-6,1,0.6,99,-0.6,0
CC(=O)Nc1ccccc1C(=O)C(=O)Nc1cccc(Br)c1,0,2,2,-1,-9,0,1.1,112,-0.5,-1
CC(NC(=O)/C(=C/c1ccc2c(c1)OCO2)NC(=O)c1cccc([N+](=O)[O-])c1)C(=O)O (configuration not stated),-2,-2,-3,-4,0,0,-1.5,89,-2.8,0
CCCCC1=CC2=CC(=O)C(C)(OC(=O)CC)C(=O)C2=CN1CC(C)C (configuration not stated),2,-3,0,-1,9,-7,1.8,.,0.2,.
O=C(COC(=O)c1ccc(Cl)nc1)Nc1ccc2c(c1)OCO2,0,-7,-3,-3,20,-3,-1.4,114,0.9,-1
Cc1nc(SCC(=O)Nc2ccc(F)cc2)c(C#N)c(C)c1CC(=O)c1ccc(Br)cc1,-1,-3,-2,-1,2,-4,0.2,101,0.5,.
COc1ccc(C(=O)Nc2ccc(C3=NNC(=O)CC3C)cc2NC(=O)c2ccc(OC)cc2)cc1 (configuration not stated),2,-2,-2,-3,4,-12,-1.7,96,-2.3,1
Cc1cc(=O)oc2cc(OCC(=O)OC(C)C(=O)Nc3ccc(S(N)(=O)=O)cc3)ccc12 (configuration not stated),-2,1,3,-2,36,1,0.7,.,-0.1,-5
CC(C)(C)[C@H]1C=C(C(=O)O)O[C@@H](OCc2ccc(CO)cc2)C1,-2,4,-4,1,-2,-10,-1.8,96,0.7,.
Cc1cccc(OCC2=N/C(=C\N(C)C)C(=O)O2)c1,0,-6,1,-1,9,-4,-5.4,105,-0.8,4
Cc1cccc(NS(=O)(=O)c2ccc(C)c(C(=O)NCc3ccncc3)c2)c1,1,4,-2,-5,54,-5,7.2,95,-2.0,1
O=C(NCCN1CCNC1=O)C1CCC(=O)N(CCc2ccccc2)C1 (configuration not stated),0,-4,-4,-2,-8,-5,1.3,.,-2.5,-6
N#CC(c1ccccc1)c1cnccn1 (configuration not stated),-1,-4,0,1,3,-11,0.6,113,-0.5,.
O=C(N/N=C/c1ccc2c(c1)OCO2)c1ccc2ccccc2n1,2,-6,2,-1,6,-1,0.0,82,-6.9,3
COC1=CC(=O)C=C(OC)C1(O)CC(C)=O,-2,-6,-2,1,27,-2,0.7,100,0.1,.
CCN1CCCC1CNC(=O)c1ccc2c(=O)n(CCOC)c(=O)[nH]c2c1 (configuration not stated),1,-2,9,9,-2,1,-2.1,.,-1.4,.
CCCc1nc2c(c(=O)c3ccccc3n2C)c(=O)n1-c1ccc(F)cc1,1,1,-4,2,14,-9,-1.5,92,-2.2,-1
COc1ccc(NC(=O)/C(C#N)=C/c2c(C)nn(-c3ccc(F)cc3)c2Cl)cc1OC,0,0,3,-3,4,-7,0.1,100,-1.2,1
O=C(CNC(=O)Cc1ccccc1)N=Nc1c(O)n(Cc2ccc3c(c2)OCO3)c2ccccc12,8,-6,4,4,2,7,2.6,95,-1.3,2
N#Cc1sc(=O)[nH]c1Cl,-3,-2,0,-1,3,-3,3.9,101,-0.5,.
Cc1ccc(C(=O)NNC(=O)C2CCN(Cc3ccc(Cl)c(Cl)c3)CC2)cc1,0,1,.,3,7,-5,-1.1,111,0.5,-1
O=C(Nc1ccc(C(=O)O)cc1)/C(=C\c1ccc2c(c1)OCO2)NC(=O)c1ccc(Br)cc1,2,-1,-1,2,26,3,-1.0,101,-2.6,0
O=C(COC(=O)CCc1nc2ccccc2c(=O)[nH]1)Nc1ccc(N2CCOCC2)cc1,-1,-4,0,-5,-15,-10,-4.1,98,0.2,2
CC(C)(C)NC(=O)Cn1cnc2cc([N+](=O)[O-])ccc2c1=O,1,1,-6,0,-4,2,2.6,113,-1.5,2
Clc1cccc(Oc2cnc3ccccc3n2)c1,-6,1,.,0,27,3,-0.4,100,-0.9,-1
O=C(c1cn(-c2ccc(Cl)c(Cl)c2)nn1)C1CC1,-4,-5,-3,-1,-3,-5,0.9,.,-1.1,-1
Cc1cccc(-c2nc(CSCC(=O)N3CCN(Cc4ccc5c(c4)OCO5)CC3)c(C)o2)c1,-4,-6,-2,-2,0,-6,-1.6,103,-0.3,5
CCN(CC(=O)Nc1c(F)cccc1F)C(=O)c1ccc(C2SCCS2)cc1,-4,-1,-3,-2,51,4,0.9,120,0.2,-3
Cc1cccc(-n2cc(CNCCN3CCOC3=O)c(-c3cccc(F)c3)n2)c1,-1,-2,-6,2,3,9,-1.0,101,-1.5,-2
CCOC(=O)CCCCC(=O)c1[nH]c(=O)[nH]c1CSc1nc(C)cc(C)n1,-2,1,-1,-4,-5,-3,-0.1,101,-0.7,.
CC(=O)c1ccc(C(=O)Nc2sc3c(c2C(N)=O)CCN(Cc2ccccc2)C3)cc1,-7,-4,1,-2,-6,-160,8.7,144,-0.1,.
CCOC(=O)CNC(=O)c1cn(CC)c(=O)c2cc(OC)c(OC)cc12,0,1,1,1,22,2,-2.7,110,-1.9,.
c1ccc2c(c1)CCN(C1CCCCC1)C2,0,-2,-3,-2,6,-1,-1.0,100,.,4
CCOCCCNC(=S)N1CCN(c2nc(-c3ccccc3)cs2)CC1,0,4,2,-1,-3,0,-1.2,120,25,2
O=[N+]([O-])c1ccc(N2CCN(S(=O)(=O)c3ccccc3)CC2)cc1,-2,-1,-2,7,12,-2,-3.2,103,1.1,3
N/C(=N\N=C\c1ccc(O)cc1)c1nonc1N,-1,-3,.,2,-15,3,-0.8,80,0.4,11
Cc1ccc(CNC(=O)c2cnc(-c3ccccn3)nc2C(F)(F)F)cc1,1,-4,2,3,17,-4,-0.7,96,-0.2,-1
CC1(C)CC(=O)c2c(O)cc(OCC(=O)N3CCN(c4ccc(F)cc4)CC3)cc2O1,-3,-1,-1,-4,23,-2,-0.7,101,-2.6,7
Cc1ccnc(N2C(=O)c3ccccc3C2O)c1 (configuration not stated),-1,-1,2,3,4,-9,1.3,108,0.6,.
CC(=O)c1ccc(OCc2cc(C(=O)N(C)Cc3nc4c(C)cccc4[nH]3)no2)cc1,1,-2,.,2,1,-8,-1.1,.,-0.7,-3
CC1Cc2ccccc2N1C(=O)COC(=O)c1cccc(Br)c1 (configuration not stated),-10,-1,182*,3,-6,-9,-1.3,.,-2.0,-2
C=CCN1CCN(C(CC(C)C)c2nnnn2CCOC)CC1 (configuration not stated),-4,1,-2,-2,-4,0,-1.0,98,-0.5,.
CC1=C(C(=O)OC2CCCCC2)C(c2ccc(O)cc2)NC(=O)N1 (configuration not stated),2,-2,-6,0,-5,-4,-2.5,99,-1.8,1
Cc1cc(C)cc(OCC(=O)NNC(=O)CN2C(=O)c3ccccc3C2=O)c1,-1,-7,-4,-2,8,-6,2.7,100,-1.2,.
O=C(CSc1ccccn1)Nc1nncs1,0,-1,-3,-8,12,-12,-1.3,.,-2.2,-5
O=C(CN1C(=O)CCS(=O)(=O)c2ccccc21)NCc1ccccc1,-1,-6,-2,-3,-4,6,-0.2,110,0.6,-1
Cc1cc(=O)n2nc(N3CCCC3C(=O)Nc3ccc(C(C)C)cc3)sc2n1 (configuration not stated),3,-11,.,11,21,-12,-0.4,172,-1.0,.
Cc1cc([N+](=O)[O-])ccc1NCc1ccccc1,-9,0,0,1,8,-10,-0.2,123,-2.7,5
O=C(N/N=C/C=C/c1ccccc1)NC1CCCCC1,4,-1,-1,-1,17,7,0.6,101,-0.2,0
Cc1cccc(C)c1OCC(=O)Nc1ccc(N2CCOCC2)cc1,-1,-3,1,1,-2,3,0.3,103,-1.2,-3
COc1ccccc1N1C(=O)S/C(=C\c2ccc(C)s2)C1=O,-6,-4,1,2,39,-9,4.6,122,0.1,-1
COc1ccc(N2CCN(C(c3nnnn3CCc3ccccc3)C(C)C)CC2)cc1 (configuration not stated),-5,-2,-4,1,8,7,-1.2,68,-3.2,1
O=C(CNC(=O)c1ccccc1Cl)N/N=C/c1ccc([N+](=O)[O-])s1,2,-1,-1,-1,4,12,1.3,93,-2.3,.
# The list goes on.
SMILES,DAGLB inh,Keap1-Nrf2 PPI,CAL PDZ FP-1,V-ATPase pH,Arrestin-AP2 inh,Cardiac RTF inh,LANA DNA inh,Pemphigus Ab inh,CAL PDZ FP-2,NSD2 inh
C/C(=N\NC(=O)CSc1nc2ccccc2s1)c1ccco1,-3,-1,-4,-2,10,-3,-1.9,100,-1.5,-1
Cc1cnc2c(C(=O)O)cnn2c1,-1,-3,0,-1,2,-3,0.9,97,-0.8,-2
O=C(CN1CCN(C(=O)CCC(=O)N2CCC(c3ccccc3)=N2)CC1)Nc1ccc(F)cc1,0,-2,6,9,-1,5,-0.4,95,-0.9,-4
O=C1Nc2cc(Cl)c(Cl)cc2N(O)N1c1cccc(Cl)c1,2,2,-2,2,3,-11,-3.1,117,-0.7,.
CCOc1cc(/C=C(\C#N)C(N)=O)ccc1OS(=O)(=O)c1ccccc1,0,-2,-1,0,2,-1,0.3,101,-0.6,-2
CC(C)(C)c1ccc(C(=O)N2CCCCCC2=O)cc1,-4,-1,1,-2,17,-10,-0.7,103,-1.7,-3
CC(C)CN(CC(C)C)C(=S)NC1CCCCC1,-6,-2,-4,-1,-5,5,1.0,103,0.5,1
